Screening results from PubChem BioAssay.
PriA SSB inh: inhibitors of Klebsiella pneumoniae PriA binding to SSB C-terminal tail, primary screen, biochemical, AlphaScreen; PriA–SSB C-terminal tail interaction (Klebsiella pneumoniae); AlphaScreen SSBct-PriA binding, biotinylated peptide; inhibition, % at 33 µM; 430,000 tested, 0.6% active; AID 1272365, 2023; in the data active means inhibition mostly above about 37%, no sharp cut-off; inactive means mostly below about 20%;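 further: plate controls were negative control peptide for no effect and reference peptide for full effect; strong numbers were not always called active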
VHR inh abs: VHR1 phosphatase inhibitors, primary screen, biochemical, absorbance, uHTS. recombinant VHR phosphatase, pNPP absorbance. inhibition, % at 13.3 µM. 290,000 tested, 0.52% active. AID 1654, 2009; in the data active means inhibition above about 50%; further: some compounds called inactive have numbers as strong as hits
CCHF vOTU inh: CCHFV vOTU protease inhibitors, primary screen, biochemical, Pep-AMC substrate, fluorescence | inhibition, % at 11.5 µM | 370,000 tested, 0.55% active; in the data active means inhibition above about 30%; further: 0% = vehicle wells with enzyme and 100% = no enzyme wells
SARS 3CLpro inh: SARS-CoV 3CLpro protease inhibitors, primary screen, biochemical, quenched FRET. Replicase polyprotein 1ab (Severe acute respiratory syndrome coronavirus), P0C6X7. recombinant SARS-CoV 3CLpro, quenched FRET peptide cleavage. inhibition, % at 6 µM. 290,000 tested, 0.14% active; in the data active means inhibition above about 12%
PrPC TRFRET: inhibitors of human cell surface prion protein PrPC, primary screen, cell-based, TR-FRET; TR-FRET read-out; inhibition, % at 13.8 µM; 370,000 tested, 0.43% active; AID 720596, 2013; in the data active means inhibition above about 24%; further: 0% = median of the test wells and 100% = reference compound wells
Rv3671c inh: Rv3671c serine protease inhibitors, primary screen, biochemical, fluorescence polarization, M. tuberculosis H37Rv; 320,000 tested, 0.048% active; P9WHR9; inhibition, % at 5.96 µM; in the data active means inhibition above about 38%;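 further: extracellular domain of Rv3671c used as enzyme; 0% = enzyme with DMSO and 100% = no enzyme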
Vc quorum ag: inducers of Vibrio cholerae quorum light production without autoinducers, primary screen, BH1578 luxS cqsA deficient, single point; V. cholerae BH1578 lux reporter, luminescence, 6 h; activation, % at 18.7 µM; 350,000 tested, 0.16% active; AID 588436, 2011; in the data active means activation mostly above about 9.7%, no sharp cut-off; further: not every result past the cut was called active; inactives centre near 0; reference of the scale not given here
Y pestis TopoI: Yersinia pestis topoisomerase I inhibitors, primary screen, biochemical, cleavage product accumulation, plate reader, single point. AID 504884, 2011. DNA topoisomerase I (Yersinia pestis CO92). Y. pestis Topo-I cleavage product accumulation. 360,000 tested, 0.064% active. activity, % at 10 µM; in the data active means activity above about 50%, passing the limit was not always enough; further: inactives centre near 2
TcdB inh: TcdB glycohydrolase inhibitors, primary screen, biochemical, single point, plate reader. Toxin B (Clostridioides difficile), P18177. TcdB glycohydrolase enzymatic assay. inhibition, % at 9.99 µM. 350,000 tested, 0.24% active. AID 652162, 2013; in the data active means inhibition above about 10%
Target sequence (P18177 whole entry, looked up): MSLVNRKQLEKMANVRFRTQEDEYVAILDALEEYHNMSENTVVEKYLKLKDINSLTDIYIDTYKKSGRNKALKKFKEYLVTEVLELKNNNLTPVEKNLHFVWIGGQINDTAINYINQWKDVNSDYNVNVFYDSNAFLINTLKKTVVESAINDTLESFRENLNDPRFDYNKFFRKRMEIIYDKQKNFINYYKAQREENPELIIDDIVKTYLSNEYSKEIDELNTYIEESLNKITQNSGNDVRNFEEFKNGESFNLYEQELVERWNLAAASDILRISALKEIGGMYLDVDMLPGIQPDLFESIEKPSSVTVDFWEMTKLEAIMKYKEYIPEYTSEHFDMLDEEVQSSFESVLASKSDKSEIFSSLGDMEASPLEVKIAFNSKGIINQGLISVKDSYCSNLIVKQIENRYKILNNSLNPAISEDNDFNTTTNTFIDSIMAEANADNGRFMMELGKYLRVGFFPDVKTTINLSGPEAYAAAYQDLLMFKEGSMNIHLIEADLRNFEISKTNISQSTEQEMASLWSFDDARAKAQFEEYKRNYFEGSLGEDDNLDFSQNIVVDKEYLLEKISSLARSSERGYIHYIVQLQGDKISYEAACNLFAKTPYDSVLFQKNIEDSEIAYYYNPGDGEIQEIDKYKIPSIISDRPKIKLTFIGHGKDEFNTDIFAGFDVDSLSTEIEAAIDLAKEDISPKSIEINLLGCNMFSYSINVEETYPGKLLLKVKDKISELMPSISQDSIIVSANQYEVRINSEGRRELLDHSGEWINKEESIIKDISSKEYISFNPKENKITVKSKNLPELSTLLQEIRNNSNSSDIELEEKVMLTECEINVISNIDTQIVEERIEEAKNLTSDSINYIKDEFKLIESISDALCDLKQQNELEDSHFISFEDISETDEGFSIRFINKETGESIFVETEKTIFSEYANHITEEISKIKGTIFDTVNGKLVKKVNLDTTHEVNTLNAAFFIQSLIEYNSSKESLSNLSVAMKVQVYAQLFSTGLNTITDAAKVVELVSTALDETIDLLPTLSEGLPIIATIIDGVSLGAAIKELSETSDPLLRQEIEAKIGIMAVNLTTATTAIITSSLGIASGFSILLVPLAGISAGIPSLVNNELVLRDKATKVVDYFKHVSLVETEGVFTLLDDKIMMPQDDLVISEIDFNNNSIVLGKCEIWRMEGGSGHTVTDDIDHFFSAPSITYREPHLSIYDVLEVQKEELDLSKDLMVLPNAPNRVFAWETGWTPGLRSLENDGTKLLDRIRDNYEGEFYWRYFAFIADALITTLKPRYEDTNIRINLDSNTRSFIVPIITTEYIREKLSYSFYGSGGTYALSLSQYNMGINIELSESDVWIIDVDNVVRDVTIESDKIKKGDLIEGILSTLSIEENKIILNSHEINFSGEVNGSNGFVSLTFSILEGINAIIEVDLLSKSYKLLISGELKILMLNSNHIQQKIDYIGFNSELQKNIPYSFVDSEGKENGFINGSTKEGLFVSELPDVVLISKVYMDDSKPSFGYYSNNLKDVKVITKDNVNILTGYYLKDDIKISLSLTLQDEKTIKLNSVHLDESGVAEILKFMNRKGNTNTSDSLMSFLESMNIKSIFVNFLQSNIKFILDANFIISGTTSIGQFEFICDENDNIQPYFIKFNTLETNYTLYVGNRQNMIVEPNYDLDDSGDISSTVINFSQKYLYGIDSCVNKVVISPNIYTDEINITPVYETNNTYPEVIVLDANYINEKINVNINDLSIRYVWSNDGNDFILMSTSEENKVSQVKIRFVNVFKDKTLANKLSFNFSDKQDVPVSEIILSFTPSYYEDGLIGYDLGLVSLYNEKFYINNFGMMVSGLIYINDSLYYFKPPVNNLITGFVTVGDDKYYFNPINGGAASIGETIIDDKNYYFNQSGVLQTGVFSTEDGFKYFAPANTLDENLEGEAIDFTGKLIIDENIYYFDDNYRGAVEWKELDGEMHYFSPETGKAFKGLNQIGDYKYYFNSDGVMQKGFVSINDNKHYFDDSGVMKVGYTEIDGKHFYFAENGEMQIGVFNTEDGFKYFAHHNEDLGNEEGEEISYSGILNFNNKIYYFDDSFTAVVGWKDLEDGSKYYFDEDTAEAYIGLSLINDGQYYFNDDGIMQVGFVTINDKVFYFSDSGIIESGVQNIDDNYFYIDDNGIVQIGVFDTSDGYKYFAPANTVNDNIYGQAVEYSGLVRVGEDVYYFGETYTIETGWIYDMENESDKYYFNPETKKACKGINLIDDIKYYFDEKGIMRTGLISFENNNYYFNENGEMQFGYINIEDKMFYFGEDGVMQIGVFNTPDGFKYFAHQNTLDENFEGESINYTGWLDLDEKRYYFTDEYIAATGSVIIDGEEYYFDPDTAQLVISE
MazEF act: activators of E. coli MazEF toxin-antitoxin RNase, primary screen, biochemical, fluorescence, uHTS; Endoribonuclease toxin MazF (Escherichia coli (strain K12)), P0AE70; FAM/BHQ RNA-DNA oligo cleavage fluorescence, 5 h; activation, % at 20 µM; 350,000 tested, 0.32% active; in the data active means activation above about 50%
Active calls of the source: *; i = inactive; . = not tested or not shown.

SMILES	PriA SSB inh	VHR inh abs	CCHF vOTU inh	SARS 3CLpro inh	PrPC TRFRET	Rv3671c inh	Vc quorum ag	Y pestis TopoI	TcdB inh	MazEF act
COC(=O)[C@]1(C)N[C@H](CN(C)C(=O)Nc2ccccc2)[C@@H]2C(=O)N(Cc3ccccc3)C(=O)[C@@H]21	-14	.	21	.	13	-1	i	0	0.0	4
COc1cc2c(cc1CN1CCN(C(=O)c3cc(OC)c(OC)c(OC)c3)CC1)OCO2	-7	-13	10	-2	-5	2	-0.8	13	0.2	-17
COC(=O)c1ccc(C(=O)OC)c(NC(=O)COC(=O)CCOc2ccc(C)cc2)c1	-7	.	3	.	5	-6	-3.5	4	1.8	-4
CC1(C)OC(=O)C(=Cc2ccc(-c3ccc(Cl)c(C(=O)O)c3)o2)C(=O)O1	-4	-17	10	3	2	-2	-0.2	0	1.9	-42
COc1ccc2c(c1)O[C@@]1(CCCC[C@@H]1C)CC2=O	-33	.	-13	.	0	-4	-4.0	1	1.2	-4
COc1ccc(CC(=O)N2CCC3(CC2)NCCc2[nH]cnc23)cc1	-1	-9	11	-4	2	-11	-0.3	-6	2.9	10
COc1ccc(CN2CCN(C(=O)c3ccccc3C(=O)c3ccccc3)CC2)cc1OC	-5	.	-1	.	0	.	0.0	3	1.9	0
Cn1cc(/C=C/C(=O)N2CCCC(C(=O)c3ccc(C(F)(F)F)cc3)C2)cn1 (stereo not given)	-17	17	-1	2	7	-10	i	1	-0.8	-1
Cc1ccc(COC(=O)CN2C(=O)NC3(CCCCC3C)C2=O)cc1 (stereo not given)	-5	.	0	.	0	.	-1.1	-1	2.3	0
COc1cccc(CNC(=O)c2ccc(CS(=O)Cc3ccc(C)cc3)o2)c1 (stereo not given)	1	2	9	-5	4	-9	0.9	11	1.4	3
COc1ccc(OC)c(C2C3=C(N=c4s/c(=C\c5cccc(O)c5)c(=O)n42)c2ccccc2CC3)c1 (stereo not given)	.	0	6	1	-8	-76	i	1	.	-1
COc1ccc(NC(=O)CCCn2c(=O)c3sccc3n(Cc3ccc(C)cc3C)c2=O)cc1	6	8	-1	1	-5	-5	i	12	.	-5
CC(=O)N/C(=N/c1nc(C)cc(C)n1)Nc1cc(C)cc(C)c1	.	-6	17	-7	3	-14	i	-7	1.9	12
CN1CCN(c2cc([N+](=O)[O-])ccc2Cl)CC1	-13	29	2	-1	-8	-18	-0.2	-6	0.0	1
Cc1nc([N+](=O)[O-])cn1CC(=O)Nc1ccc([N+](=O)[O-])cc1	-3	39	-8	-2	-7	9	-0.4	-1	0.5	10
CCOC(=O)c1c(NC(=O)CSc2nnc(CNc3ccc(OC)cc3)n2C)sc(C)c1C	22	27	9	-2	-3	-3	1.4	26	.	4
O=C(Nc1cc(C(=O)N2CCOCC2)cc(C(=O)N2CCOCC2)c1)c1cc(F)c(F)cc1Cl	-10	-8	-15	1	5	-11	i	-8	1.7	4
O=C(NCc1ccccc1)N1CCN(c2ccc(Cl)c(Cl)c2)CC1	-8	15	10	-4	11	3	-0.2	0	.	-11
Clc1cnc(N/N=C/c2ccco2)c(Cl)c1	.	3	-8	-7	-9	-2	i	-6	.	8
CCCC(C)C(=O)Nc1nc(C)c(-c2csc(Nc3cc(Cl)ccc3C)n2)s1 (stereo not given)	1	24	4	2	3	-6	0.3	-2	0.8	-2
COc1ccc(-c2cc(=O)[nH][nH]2)cc1OC	-22	9	60*	3	-7	-156	i	-10	.	3
CCN(C(=O)CSc1nnc(-c2cccs2)o1)C1CCS(=O)(=O)C1 (stereo not given)	5	24	7	2	3	6	-0.3	2	1.6	12
CC1OC(OC2C=C3CCC4C(CCC5(C)C(c6ccc(=O)oc6)CCC45O)C3(C)CC2)C(O)C(OC2OC(CO)C(O)C(O)C2O)C1O (stereo not given)	-16	.	-8	.	-4	.	i	12	0.3	9
O=C(CSc1nnnn1-c1ccc2c(c1)CCC2)NCc1cccs1	-5	31	4	2	5	-8	-7.1	9	0.4	-5
O=C(CSc1nc(-c2ccco2)cc(C(F)(F)F)n1)NCC1CCCO1 (stereo not given)	-13	9	6	-7	-2	4	i	-11	-0.5	3

Three compounds drawn at random from those above:
SMILES	PriA SSB inh	VHR inh abs	CCHF vOTU inh	SARS 3CLpro inh	PrPC TRFRET	Rv3671c inh	Vc quorum ag	Y pestis TopoI	TcdB inh	MazEF act
COC(=O)[C@]1(C)N[C@H](CN(C)C(=O)Nc2ccccc2)[C@@H]2C(=O)N(Cc3ccccc3)C(=O)[C@@H]21	-14	.	21	.	13	-1	i	0	0.0	4
COC(=O)c1ccc(C(=O)OC)c(NC(=O)COC(=O)CCOc2ccc(C)cc2)c1	-7	.	3	.	5	-6	-3.5	4	1.8	-4
O=C(Nc1cc(C(=O)N2CCOCC2)cc(C(=O)N2CCOCC2)c1)c1cc(F)c(F)cc1Cl	-10	-8	-15	1	5	-11	i	-8	1.7	4

Whole records, looked up by structure. Screens in order: PriA SSB inh | VHR inh abs | CCHF vOTU inh | SARS 3CLpro inh | PrPC TRFRET | Rv3671c inh | Vc quorum ag | Y pestis TopoI | TcdB inh | MazEF act
Results for `CN1CCN(c2cc([N+](=O)[O-])ccc2Cl)CC1` : -13 | 29 | 2 | -1 | -8 | -18 | -0.2 | -6 | 0.0 | 1
Results for `Cc1ccc(COC(=O)CN2C(=O)NC3(CCCCC3C)C2=O)cc1` (stereo not given) : -5 | . | 0 | . | 0 | . | -1.1 | -1 | 2.3 | 0
Results for `COc1ccc(CC(=O)N2CCC3(CC2)NCCc2[nH]cnc23)cc1` : -1 | -9 | 11 | -4 | 2 | -11 | -0.3 | -6 | 2.9 | 10
Results for `CC1(C)OC(=O)C(=Cc2ccc(-c3ccc(Cl)c(C(=O)O)c3)o2)C(=O)O1` : -4 | -17 | 10 | 3 | 2 | -2 | -0.2 | 0 | 1.9 | -42
Results for `Cn1cc(/C=C/C(=O)N2CCCC(C(=O)c3ccc(C(F)(F)F)cc3)C2)cn1` (stereo not given) : -17 | 17 | -1 | 2 | 7 | -10 | i | 1 | -0.8 | -1

Additional structures follow:
SMILES	PriA SSB inh	VHR inh abs	CCHF vOTU inh	SARS 3CLpro inh	PrPC TRFRET	Rv3671c inh	Vc quorum ag	Y pestis TopoI	TcdB inh	MazEF act
N#C/C(=C(/O)c1ccc(Cl)cc1)c1nc2ccccc2[nH]1	-8	21	-10	9	-6	-5	-0.4	-5	-1.4	4
COc1ccc(CN(CCC(c2ccco2)C(C)C)C(C)=O)cc1OC (stereo not given)	3	17	-16	5	-4	7	-0.6	16	-0.1	3
COc1ccccc1-n1cc(CN2CCN(CC(C)C)C(CCO)C2)cn1 (stereo not given)	-7	12	18	-3	-7	-6	-0.2	-5	1.1	-3
Nc1ncnc2c1ncn2CCOc1ccccc1	-12	4	-5	1	0	2	-9.1	3	.	1
CCOc1ccc(NCCC(O)c2ccc(F)cc2)cc1 (stereo not given)	11	-16	7	5	3	5	i	1	-9.0	11
COc1ccc(NC(=O)C2CCCN(c3nccc(C)n3)C2)cc1 (stereo not given)	-15	21	-6	4	4	-3	-0.5	0	1.3	10
Cc1ccc(-c2onc3ccc(C=O)cc23)cc1	-21	-4	-29	1	-1	-17	.	4	.	-31
O=C(CNC(=O)c1ccccc1Br)N/N=C/c1cc(Br)ccc1O	.	-16	18	-2	2	22	-0.3	-2	0.2	0
Cc1ccc(CN2CCN(Cc3cn(C)nc3C)CC2CCO)o1 (stereo not given)	-7	17	-9	1	6	-3	-0.2	0	0.2	0
O=C(CSc1nc(C2CC2)n(-c2ccccc2)n1)NCc1ccco1	-3	.	-2	.	-7	-3	1.1	-4	-0.2	5
CC(/C=C\C=C\c1ccccc1)=N\NC(=O)c1cncc(Br)c1	.	10	-5	6	-3	5	1.3	3	-0.8	-1
C=CCOc1c2ccc(C(=O)NC3CCCc4ccccc43)cc2nn1C (stereo not given)	-15	6	-29	0	0	-4	-1.2	5	-1.7	6
CN1CCc2c(sc3c2c(=O)n(-c2cccc(Cl)c2)c2nncn32)C1	-16	.	1	-4	-7	-1	i	2	.	-14
O=C(COc1ccccc1Br)NCc1ccccn1	10	12	-12	6	-6	-9	-0.2	-1	.	4
O=Cc1ccc(OC(=O)c2cccnc2)cc1	-28	-15	7	-5	2	-11	i	3	1.1	-16
Cc1ccccc1NC(=O)C1CCN(S(=O)(=O)c2cccs2)CC1	-9	-1	-2	0	-4	-2	-0.2	-13	-0.1	7
Cc1cnc(NC(=O)C2CC=CCC2)s1 (stereo not given)	-3	17	-1	2	0	-2	0.0	-2	0.0	-7
N#CCC(=O)NC1CCC(CC2CCC(NC(=O)CC#N)CC2)CC1 (stereo not given)	-6	10	5	-5	4	-1	i	2	1.0	5
CC1Cc2ccccc2N1C(=O)COC(=O)Cn1nnc(-c2ccccc2)n1 (stereo not given)	-1	-12	-5	-6	-2	0	i	-3	.	4
COCCn1c(SCC(=O)Nc2nnc(C)s2)nnc1-c1ccncc1	-8	24	-6	-7	-4	2	i	-3	.	-6
CCOC(=O)[C@H]1[C@H]2COc3ccc(Cl)cc3[C@@H]2N2C(=O)c3ccccc3NC(=O)[C@@]12C	10	.	11	.	5	-25	-1.2	-1	-9.7	3
CC(/C=N/NC(=O)c1nnn(-c2nonc2N)c1CN1CCCCC1)c1ccccc1 (stereo not given)	.	.	0	.	0	2	-0.3	25	0.0	-4
CCCc1nc2oc3c(OCC)ncnc3c2c2c1COC(C)(C)C2	-24	12	-10	-3	0	-10	i	1	0.7	-3
CCOC(=O)N1CCN(C(c2cccnc2)c2ccc3cccnc3c2O)CC1 (stereo not given)	85	30	18	4	2	13	i	4	.	-26
NC(=O)CSc1ncnc2c1nnn2Cc1ccc(F)cc1	-4	8	10	0	10	1	i	6	0.1	13
O=C1CCCCC/C1=N/Nc1ccc(OCc2ccccc2)cc1	.	-4	4	0	6	-2	-0.7	1	-0.8	-6
CCNC(=O)C1(C)CCCN(Cc2csc(-c3ccc(Cl)cc3)n2)C1 (stereo not given)	.	.	5	.	-6	.	-2.5	32	1.3	.

Not all compounds are listed; the hit share may differ from the screen's.
